High-throughput results (PubChem BioAssay)
NTR1 ag: agonists of NTR1, primary screen, imaging, U2OS cells, beta-arrestin-GFP, high content (AID 493036) | P30989 | NTR1-U2OS beta-arrestin-GFP spot imaging, agonist mode | activation, % at 20 µM | 330,000 compounds, 0.17% hits;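 active = activation at or above 40% of the spot to cytoplasm intensity ratio, with at least 20 cells analyzed; inconclusive = wells under 20 cells, flagged as cytotoxic or low count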;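 also: 0% = DMSO without peptide and 100% = 100 nM NTR1 peptide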
Target sequence (P30989 whole entry, looked up): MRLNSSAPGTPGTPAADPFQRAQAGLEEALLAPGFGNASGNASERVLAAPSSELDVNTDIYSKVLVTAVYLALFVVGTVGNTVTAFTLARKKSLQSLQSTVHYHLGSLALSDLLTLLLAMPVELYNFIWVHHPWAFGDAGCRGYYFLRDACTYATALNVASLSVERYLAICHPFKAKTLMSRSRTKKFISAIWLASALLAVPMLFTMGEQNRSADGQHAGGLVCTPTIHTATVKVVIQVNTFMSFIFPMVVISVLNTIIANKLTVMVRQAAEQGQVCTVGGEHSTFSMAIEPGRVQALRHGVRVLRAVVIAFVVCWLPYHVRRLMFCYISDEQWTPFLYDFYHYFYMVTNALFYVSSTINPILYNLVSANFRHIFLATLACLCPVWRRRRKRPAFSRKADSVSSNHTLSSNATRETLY
Salmonella PhoP GFP: inhibitors of PhoP regulon expression, primary screen, Salmonella Typhimurium, GFP reporter (AID 1863); S. Typhimurium PhoP-regulated promoter GFP reporter, 4 h; higher % means a stronger effect; inhibition, % at 50 µM, or IC50 in µM where a hit was titrated; 300,000 compounds, 0.16% hits;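 active = inhibition over 29.93%, a cutoff 3 SD above the screen mean, later confirmed by dose response; inconclusive = inhibition over 29.93% but no dose response follow-up; inactive = inhibition at most 29.93% or unconfirmed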;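 also: 0% = low Mg2+ inducing control and 100% = high Mg2+ repressing control; strong numbers were not always called active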
SV40 large T antigen: SV40 large T antigen inhibitors, biochemical (AID 1903). SV40 large T antigen ATPase/helicase inhibition assay; higher % means a stronger effect. inhibition, % at 20 µM; hits with a dose series show IC50 in µM. 310,000 compounds, 0.39% hits; in the data active = a potency from the dose series; inconclusive = inhibition mostly from about 32% at the one dose, without a potency; inactive = the rest, 99 in 100 with inhibition below about 32%; also: strong numbers were not always called active
Rac1 GTP hydrolysis: MgcRacGAP GTPase-activating activity inhibitors, confirmation, biochemical, ADP Hunter fluorescence; MgcRacGAP-stimulated Rac1 GTP hydrolysis, ADP Hunter fluorescence; higher % means a stronger effect; GST-tagged Rac1 F28L mutant substrate; 340,000 compounds, 0.6% hits; AID 624330; inhibition, % at 30 µM; hits with a dose series show IC50 in µM;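 active = first-screen hits whose inhibition reached a set limit at any dose in the follow-up dose series; inconclusive = inhibition above the set first-screen limit but never retested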;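 also: fluorescence reports GDP produced by GAP-driven GTP hydrolysis; strong numbers were not always called active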
Myeloid diff MLP: myeloid differentiation induction; ER-HoxA9 myeloid progenitors, lysozyme-GFP differentiation, flow cytometry; calls only at 10 µM; 360,000 compounds, 1% hits;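 active = normalized GFP-positive differentiation at or above the plate's own cutoff, the solvent-only control mean plus 3 SD; inconclusive = no clear call, values can overlap the other calls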;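 also: cells exposed to compound for four days before flow analysis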
K1F lysis inhibition: protection from phage-mediated lysis, alamar blue read-out – E. coli UTI89, K1F phage, bacterial capsule biogenesis inhibitors (AID 488966); one-dose inhibition, % at 100 µM; IC50 in µM for titrated hits; E. coli UTI89 K1F phage lysis, alamar blue, 2 h; higher % means a stronger effect; 340,000 compounds, 0.02% hits;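 active = phage lysis inhibition, versus mean bacterial control, above a set limit; inconclusive = no clear call, values can overlap the other calls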;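 also: capsule biogenesis inhibitors block K1F phage lysis so surviving cells raise fluorescence; higher fluorescence means more inhibition of phage lysis; actives were called in the ten point dose series up to 300 µM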
RSV CPE inhibition: RSV antiviral activity via CPE protection, HEp-2 cells, primary 10 µM value included (AID 2391); 310,000 compounds, 0.13% hits; HEp-2 cells, RSV-induced CPE inhibition; higher % means a stronger effect; one-dose CPE inhibition, % at 10 µM; IC50 in µM for titrated hits; in the data active = a potency from the dose series; inconclusive = CPE inhibition mostly from about 23% at the one dose, without a potency; inactive = the rest, 99 in 100 with CPE inhibition below about 21%; also: strong numbers were not always called active
TNAP activation fold: stimulation of alkaline phosphatase TNAP activity – biochemical, luminescent, no phosphate acceptor, uHTS, primary screen (AID 1001); purified TNAP, luminescent activation assay, no phosphate acceptor; higher activation fold means a stronger effect; activation fold at 20 µM, or EC50 in µM where a hit was titrated; 200,000 compounds, 0.03% hits; in the data active = activation fold from about 3, or a potency from the dose series; inactive = the rest, 99 in 100 with activation fold below about 1.6; also: many of its hits are not listed in these tables
T cell modulator: T cell immune modulators affecting CD8 T cell-vesicle binding. 2C CD8+ T cell-vesicle binding, flow cytometry; stronger effect = lower value. calls only at 7 µM. 330,000 compounds, 0.068% hits;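 active = response, share of CD8 T cells binding vesicles, and their 90th percentile fluorescence all below set limits, cut at about 80% in these data, passing the limit was not always enough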
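Assay system: 2C TCR transgenic mouse naive CD8+ T cells, MACS-purified | Read-out: CD8+ gate FL2 mean fluorescence as % of same-row positive control | Signal: High-throughput flow cytometry with anti-B7-1 and anti-CD8 staining | Timing: Binding step 1.5 h, 37 °C, antibody labelling 20 min, ice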
T cell modulator vesicle-bound %: recorded beside T cell modulator, whose call it bears; double positive events, %; measured here: CD8+ vesicle-bound cell fraction;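 binding gate set so that unloaded-vesicle control wells show 10% double positive cells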
NTR1 ag cell count 20 µM: also measured in NTR1 ag; calls as there; cell count; measured here: cell count, cytotoxicity flag
Myeloid diff MLP GFP+ MAC1+ %: recorded beside Myeloid diff MLP, whose call it bears; GFP+ MAC1+ double positive, %; measured here: differentiation confirmed by MAC1 staining
The depositor's hits bear a star; i = inactive; u = inconclusive; x = no result given; [ ] = dose if it differs, or a comment.

SMILES | NTR1 ag | NTR1 ag cell count 20 µM | Salmonella PhoP GFP | SV40 large T antigen | Rac1 GTP hydrolysis | Myeloid diff MLP | Myeloid diff MLP GFP+ MAC1+ % | K1F lysis inhibition | RSV CPE inhibition | TNAP activation fold | T cell modulator | T cell modulator vesicle-bound %
CCOC(=O)C1CCCN(C(=O)Cn2nc(C)n3c(cc4c(OC)cccc43)c2=O)C1 (centres undefined) | 0.4 | 43 | 4% | 13% | 12% | i | 0.2 | 0.0% | 3.5% | x | i | 31
C=CC[C@@H](CC(=O)N[C@H](CO)Cc1ccccc1)C(=O)NC[C@@H](OC(=O)[C@@H](CC=C)Cc1ccc(F)cc1)c1ccccc1 | 7.9 | 42 | x | x | 5% | i | 1.7 | -1.3% | x | x | i | 53
Cc1oc2c(C)c3oc(=O)c(CC(=O)N[C@@H](CCCNC(N)=O)C(=O)O)c(C)c3cc2c1C | -1.4 | 91 | 8% | 7% | 8% | i | 0.6 | 0.4%[50 µM] | 1.0% | x | i | 42
CC(=O)c1ccc(N2CCN(C(=O)CN3C(=O)NC4(CCCCC4)C3=O)CC2)c(F)c1 | 3.9 | 65 | x | x | -1% | i | 0.2 | 0.2%[50 µM] | -0.4% | x | i | 48
CCCCC(=O)Nc1nnc(S(=O)(=O)N(CC)c2ccccc2)s1 | 0.0 | 81 | -1% | 6% | 7% | x | x | 0.2% | 8.7% | x | i | 65
CCN(C[C@H]1N[C@@](Cc2ccccc2)(C(=O)OC)[C@H]2C(=O)N(C)C(=O)[C@@H]12)S(=O)(=O)c1ccc(C(C)(C)C)cc1 | 1.2 | 58 | x | x | 4% | i | 2.1 | -0.2% | x | x | i | 10
CCN1CCN(CCCNC(=O)CCC(=O)N2CCOc3ccccc32)CC1 | -0.2 | 98 | x | -1% | 14% | i | 3.7 | 0.6% | -0.3% | x | i | 22
COc1cc(/C=N/NC(=O)CC2(C)OCCCO2)ccc1OCc1ccc(Cl)cc1Cl | 3.0 | 70 | -1% | 8% | 7% | i | 0.5 | -2.5%[50 µM] | 13% | 1.1 | i | 18
COc1ccccc1C(=O)NNC(=O)c1ccc(NS(=O)(=O)c2cccs2)cc1 | -0.1 | 47 | 3% | 17% | 4% | i | 0.4 | 0.0% | 1.8% | x | i | 9
Cc1c(Cc2ccccc2)c(=O)oc2cc(OCC(=O)NCC(O)c3ccccc3)ccc12 (centres undefined) | 1.6 | 58 | 3% | x | 5% | i | 1.3 | 0.0% | u | x | i | 24
CCOc1ccc2nc(SCC(=O)NCc3ccco3)sc2c1 | 1.9 | 61 | 1% | 4% | 11% | i | 1.0 | 0.6% | 3.1% | 1.1 | i | 27
CCOc1cccc(C2C(C#N)=C(N)Oc3cc(C)n(Cc4ccccn4)c(=O)c32)c1OCC (centres undefined) | 0.1 | 62 | 5% | 6% | -13% | i | 0.9 | 0.1% | 1.2% | 1.1 | i | 29
CC(C)(C)NC(=O)CSC(=Nc1cccc(F)c1)NC#N | 1.4 | 62 | 0% | 1% | 7% | i | 1.0 | 4.0% | 1.0% | 1.1 | i | 43
CCN1CCN(C(=O)c2ccc(C(F)(F)F)cc2)CC1 | -0.7 | 33 | 1% | 7% | 1% | i | 0.1 | 0.1% | 1.0% | 1.1 | i | 5
CSC1=NSC2=NC(=O)/C(=C\c3ccc(OC(=O)c4ccco4)cc3)C(=N)N12 | 1.8 | 37 | 9% | 29% | 15% | i | 1.4 | i | 1.1% | x | i | 6
CON(C)S(=O)(=O)c1ccc2c(c1)N(Cc1ccc(C)cc1)C(=O)C1CCCN21 (centres undefined) | 0.7 | 26 | 7% | 14% | 8% | i | 0.7 | -0.5% | 2.1% | 1.1 | i | 34
c1ccc(-c2nc3ccccc3c3nncn23)cc1 | -1.2 | 66 | 27% | -3% | 4% | i | 0.3 | 2.8% | 1.8% | 1.1 | i | 46
O=C(NCCc1ccccc1)C1COc2ccccc2O1 (centres undefined) | -1.1 | 72 | 2% | 11% | x | i | 0.7 | 0.1% | 1.5% | x | i | 18
CC(=O)Nc1ccc(C(=O)N/N=C/c2ccc(F)cc2)cc1 | 0.9 | 48 | -12% | -1% | 1% | i | 0.6 | -0.6% | 0.0% | 1.1 | i | 25
COC(=O)C1CCN(C(=O)COC(=O)C2CCN(S(=O)(=O)c3c(Cl)cccc3Cl)CC2)CC1 | 0.7 | 49 | -3% | 10% | 3% | i | 0.6 | 0.9%[50 µM] | -1.1% | x | i | 47
CCCNC(=O)c1ccc2c(=O)c(O)c(C)[nH]c2c1 | 2.1 | 91 | -2% | 6% | 10% | i | 1.4 | 6.5% | 0.9% | x | i | 26
C[C@](N)(Cc1ccc(O)c(O)c1)C(=O)O | x | x | 4% | 15% | -1% | i | 1.1 | 5.6% | x | 0.5 | x | x
CCc1ccccc1OCC(=O)Nc1cccc(S(=O)(=O)NC2=NCCCCC2)c1 | -1.4 | 97 | x | x | -7% | i | 0.6 | 0.0%[50 µM] | 1.5% | x | i | 5
CC(Sc1ccccc1)C(=O)NN=C1CCN(C)CC1 (centres undefined) | 0.5 | 35 | 10% | 4% | x | i | 0.2 | x | 1.0% | 1.2 | i | 51
CC(=O)C[C@@H](O)CC(=O)[C@@H]1OC(=O)[C@@H](C)C/C=C\Cc2ccccc21 | 0.7 | 59 | x | x | 4% | i | 0.6 | 0.0% | x | x | i | 9
N#C/C(=C\c1ccc(OC(F)F)cc1)C(=O)N1CCCCC1 | 1.7 | 48 | -7% | 16% | -6% | i | 0.1 | 0.0% | -0.6% | x | i | 37
Cc1ccc(S(=O)(=O)N(C)CC(=O)OCC(=O)c2ccc3c(c2)NC(=O)CO3)cc1 | -1.2 | 46 | x | x | -1% | i | 0.5 | 1.3% | x | x | i | 18
O=C(CSC1=N/C(=C/c2ccc(Cl)c(Cl)c2)C(=O)N1c1ccccc1F)NC1CC1 | 22 | 60 | -6% | 10% | 6% | i | 0.3 | 2.6%[50 µM] | 40% | 1.1 | i | 41
CCOCCCNc1c2c(nc3cc(-c4ccc(F)cc4)nn13)CCC2 | -0.1 | 34 | -8% | 8% | 3% | i | 0.5 | -0.1% | 2.1% | 1.1 | i | 22
OCCC1CN(Cc2cc(F)ccc2-n2cccn2)CCN1Cc1ccc(F)cc1 (centres undefined) | -0.9 | 42 | -2% | 9% | 7% | i | 0.2 | 0.1% | -1.4% | x | i | 42
CC(Oc1ccccc1)C(=O)Nc1ccc(S(=O)(=O)N2CCN(C)CC2)cc1 (centres undefined) | 0.5 | 47 | -4% | 12% | 13% | i | 1.6 | 1.0%[50 µM] | -2.9% | x | i | 54
COc1ccc(CNC(=O)CNC(=O)c2cccs2)c(OC)c1 | 1.4 | 69 | -4% | 9% | 7% | i | 0.5 | 0.0% | 1.3% | x | i | 36
Cc1ccc(-n2cnc3c(sc4nccc(N(C)C)c43)c2=O)cc1 | 3.2 | 35 | 8% | 0% | 8% | i | 1.3 | -0.1% | 0.3% | 1.2 | i | 48
CCOC(=O)c1c(C)[nH]c(C)c1C(=O)CSc1nncs1 | 0.0 | 36 | 10% | 4% | 1% | i | 0.4 | -1.1% | -1.7% | 1.1 | i | 61
CCOC(=O)C1(C)NC(c2cccs2)C2C(=O)N(c3ccc(C)cc3)C(=O)C21 (centres undefined) | -0.4 | 25 | -1% | 0% | 5% | i | 0.9 | 0.9% | 0.8% | 1.1 | i | 26
O=C(Nc1cccc(-c2nc3ccccc3c(=O)o2)c1)c1ccccc1 | -0.2 | 39 | -4% | 6% | 5% | i | 0.2 | -0.4% | 2.7% | 1 | i | 31
O=C(CCCN1C(=O)c2ccccc2C1=O)NC1=NCCS1 | x | x | 4% | 15% | 12% | i | 0.6 | 0.1% | x | 1.1 | x | x
O=C(COC(=O)CCS(=O)(=O)c1ccc(F)cc1)NC1CCCCC1 | -2.0 | 67 | x | x | 0% | i | 0.7 | 0.3%[50 µM] | 1.6% | x | i | 26
Cc1cc(C)n2nc(SCC(=O)NC3CCCCC3C)nc2n1 (centres undefined) | x | x | 0% | 9% | -1% | i | 2.8 | -1.8% | 5.1% | x | i | 21
C/C(CC1CC(C)(C)OC1=O)=N\NC(N)=S (centres undefined) | -0.4 | 38 | -6% | 3% | x | i | 0.6 | x | 2.2% | x | i | 8
COC(=O)c1ccc(NC(=O)C(=O)N2CCN(C(=S)Nc3cccc(C)c3C)CC2)cc1 | -1.1 | 60 | -9% | 7% | 6% | i | 0.4 | 5.1% | 0.0% | 1.1 | i | 23
COC(=O)c1ccc(C2NC(=O)c3c(sc(C)c3C)N2)cc1 (centres undefined) | 1.3 | 56 | -9% | 14% | 6% | i | 0.9 | -1.6% | 0.2% | x | i | 9
CCOc1cc(/C=C2\C(=O)N(CCc3ccc(OC)c(OC)c3)C(C)=C2C(=O)OC)ccc1O | 4.0 | 52 | -4% | 23% | 118µM* | i | 1.1 | 1.1% | 1.7% | 0.9 | i | 21
COc1ccc(OCCCC(=O)OCC(=O)Nc2sccc2C(N)=O)cc1 | 1.1 | 65 | 0% | 10% | -2% | i | 0.8 | 0.5%[50 µM] | -0.3% | x | i | 4
COCCCNC(=O)c1cc(C)nn1-c1ccccc1 | -0.4 | 53 | -6% | 6% | 5% | i | 0.3 | 0.1% | -0.1% | x | i | 11
Cc1ccc(S(=O)(=O)NC2=NCN(C(C)C)CN2)cc1 | -0.8 | 45 | 0% | 7% | 5% | i | 0.5 | 0.8% | 0.8% | x | i | 32
CSc1nc(Cl)cc(N2CCOCC2)n1 | 0.6 | 29 | -5% | 21% | 3% | i | 0.0 | -0.1% | 1.8% | 1 | i | 51
Cc1ncc(CO)c(/C=N/NC(=O)c2ccc(Br)cc2)c1O | 2.4 | 46 | 9% | 3% | x | x | x | x | -0.1% | 1.9 | i | 43
